Screens as filed in PubChem.
Lipid storage S3: qHTS Assay for Lipid Storage Modulators in Drosophila S3 Cells | Drosophila S3 cells, BODIPY lipid droplet fluorescence, 18-24 h; cells fed with added oleic acid | Potency in µM for hits, for the others lipid storage change, negative = inhibition, % at the top dose, mostly 46.1 µM | hit rate 0.64% among 320,000; active = well fitted inhibition curve with a large enough effect in the signal ratio, with a control signal flat, not every such curve was filed as active; inconclusive = small, poorly fitted or top-dose-only effect, or effect the other way, or a change in a side signal; the % refers to the signal ratio
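Laser-scanning cytometry quantifies lipid droplet accumulation (500–530 nm total intensity; droplet/cell object ratio) in oleic acid-fed (400 uM added) Drosophila S3 cells treated with a concentration series. 20 uM Triacsin C defined 100% inhibition.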
Lipid storage S3 cell count max: further read-out of Lipid storage S3, marked with its call; cell number change, %; measured here: cell count max response;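 cells counted by Cell Tracker Red CMTPX staining in the red channel; peak over a dose series mostly up to 46.1 µM; percent activity relative to internal control wells on each plate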
* hit, by the source's call; i = inactive; ? = inconclusive; . = not tested or not shown. % is set by controls: 0 for no effect and ±100 for the full control effect; potency is the fitted concentration of half-maximal effect. The list is partial; the hit share may differ from the screen's.

cpd	compound	Lipid storage S3	Lipid storage S3 cell count max
1	COc1cccc(NC(=O)C2CC(=O)N(Cc3ccc(C)cc3)C2)c1 (stereo not drawn)	-10%	.
2	COC(=O)c1sc2nc(SCc3ccccc3C#N)n(N)c(=O)c2c1C	13%	16
3	CC(C)Cn1c(N)c(C(=O)COC(=O)c2ccncc2)c(=O)n(C)c1=O	-14%	-14
4	COc1ccc(S(=O)(=O)N2CCCCCC2)cc1C(=O)N(C)CC(=O)Nc1c(Cl)cccc1Cl	?	.
5	O=C(N1CCOCC1)N1CCN(S(=O)(=O)c2ccc(F)cc2)CC1	?	.
6	O=C(Nc1cccn2ncnc12)C(F)(F)F	?	.
7	C/C(=N\Nc1nncc2ccccc12)c1ccc(OCC(=O)N(C)C)cc1	1%	9
8	COc1ccc([N+](=O)[O-])cc1NC(=O)CSc1nncn1-c1ccccc1	0%	-1
9	Cc1onc(-c2c(Cl)cccc2Cl)c1C(=O)N1CCc2ccccc2C1	4%	-8
10	CCn1cc(CN2CCCC(C(=O)c3ccc(-c4ccccc4)c(F)c3)C2)cn1 (stereo not drawn)	2%	-6
11	Cc1c(-n2cc(C(=O)c3ccccc3O)cc(C#N)c2=O)c(=O)n(-c2ccccc2)n1C	i	.
12	O=C(O)CN1C(=O)NC2(CCCc3ccccc32)C1=O (stereo not drawn)	i	9
13	O=C(N/N=C/c1cc(Br)c(Br)o1)c1cc2ccccc2o1	-28%	7
14	Cc1csc(CN(C)C(=O)c2cn(Cc3cccc4ccccc34)nn2)n1	12%	4
15	COC(=O)C1=C(C(=O)OC)[C@@H]2N(C)c3ccc(OC)cc3[C@@]23C[C@@H](C(=O)OC)N(S(=O)(=O)c2ccc(OC)cc2)C3=N1	?	.
16	CC(C)c1ccc(NS(=O)(=O)c2ccc(-n3cccn3)cc2)cc1	-11%	.
17	COc1ccc(N(C(C)C(=O)NN=C2CCCC2)S(C)(=O)=O)cc1 (stereo not drawn)	1%	-9
18	O=C(c1ccc2c(c1)N(Cc1ccc(F)cc1)C(=O)c1ccccc1S2(=O)=O)N1CCN(c2ccccn2)CC1	?	.
19	CCCCN(CC)c1nc(N)c(C#N)c(CC#N)c1C#N	4%	-1
20	COc1cc(CNCc2ccccc2C(F)(F)F)cc(OC)c1	?	.
21	O=C(N/C(=C\c1cccc(Br)c1)C(=O)N1CCCCC1)c1ccco1	?	.
22	Nc1c(C(=O)NCc2ccc3c(c2)OCO3)nnn1Cc1ccc(Br)cc1	?	.
23	Cc1ccc(S(=O)(=O)Cn2nnnc2CN2CCCC3(CCCCC3)C2)cc1	-16%	.
24	Cn1c(SCC(=O)c2cc(Cl)c(Cl)s2)nnc1-c1ccco1	5%	-10
25	O=C(COC(=O)Cn1c(C(F)(F)F)nc2ccccc21)Nc1ccc2c(c1)OCCO2	?	.
26	COc1ccc(C2CC(c3cccs3)=NN2C(=O)CSc2nc(=O)n3ccc(C)cc3n2)cc1 (stereo not drawn)	?	.
27	Cc1ccc2nc(N(CCCN(C)C)C(=O)CCc3ccccc3)sc2c1	?	.
28	O=C(CCNC(=O)c1ccc(Br)o1)NCc1ccccc1Cl	12%	.
29	O=c1[nH]c2ccc(S(=O)(=O)Nc3ccc(Cl)cc3)cc2o1	?	.
30	O=C(Nc1cccnc1)c1cccc(NC(=O)c2ccco2)c1	?	.
31	CCn1c(=O)c(C(=O)CN2CCCc3ccccc32)c(N)n(Cc2ccccc2)c1=O	4%	-23
32	Cn1cccc1CC(=O)N/N=C\c1ccccc1	?	.
33	CCC(C)C(=O)Nc1nc(-c2ccc3c(c2)NC(=O)CO3)cs1 (stereo not drawn)	-17%	-11
34	COC(=O)C(C(=O)Nc1ccc(OC)cc1)C1CCCCCC1 (stereo not drawn)	i	-20
35	Clc1ccc2c(N/N=C/c3ccc(Br)cc3)ccnc2c1	?	.
36	CCOC(=O)c1nn(-c2ccc(Cl)cc2)cc1O	?	.
37	COc1ccc(CN(C(=O)Cn2nnc(-c3ccc(C)o3)n2)C(C(=O)NCC2CCCO2)c2ccco2)cc1 (stereo not drawn)	?	.
38	O=C(O)c1[nH]c2ccc([N+](=O)[O-])cc2c1-c1ccccc1	?	.
39	COC(=O)c1cc(C)sc1NC(=O)CN1CCN(C(=O)c2ccco2)CC1	1.8µM*	3.8*
40	COC(=O)c1ccc(NS(=O)(=O)c2cc(C)ccc2OC)cc1	i	.
41	O=C(COc1cccc2ccccc12)Nc1nc2ccccc2[nH]1	?	.
42	CCc1ccc(C(=O)COC(=O)C(CCSC)NC(=O)c2ccccc2)cc1 (stereo not drawn)	10%	-12
43	CCN(C(=O)Cn1cc(C(F)(F)F)ccc1=O)c1c(N)n(Cc2ccccc2)c(=O)[nH]c1=O	?	.
44	COC(=O)C1=C(C)N(Cc2ccccc2)C(=NCc2cccc(C(F)(F)F)c2)N[C@H]1c1cccc(F)c1	?	.
45	Clc1cccc(CNc2nc(-c3cccnc3)nc3ccccc23)c1	?	.
46	CCCCc1ccc(-c2nc(-c3ccncc3)no2)cc1	18%	-18
47	O=C(COc1ccccc1[N+](=O)[O-])N1CCN(S(=O)(=O)c2ccccc2)CC1	?	.
48	Cn1ccnc1C(=O)c1ccc(Cl)c(S(=O)(=O)N2CCOCC2)c1	21%	-1
49	Cn1c(N)c(C(=O)COC(=O)COc2ccc(C#N)cc2)c(=O)n(C)c1=O	-20%	-7
50	CC(=O)Nc1ccc(S(=O)(=O)NNc2ccc([N+](=O)[O-])cc2)cc1	-2%	4
51	Cc1ccc(NC(=O)c2cnccn2)cc1	0%	1
52	CC(NC(=O)CCc1ccccc1)c1ccc2c(c1)OCO2 (stereo not drawn)	?	.
53	CN(CC(=O)Nc1cccc(F)c1)C(=O)CCc1nc2ccccc2c(=O)[nH]1	?	.
54	c1ccc(-c2ccccc2OCCCN2CCCCC2)cc1	-11%	-20
55	NC(=O)c1ccc(Sc2nnc(-c3cccs3)n2CC2CCCO2)c([N+](=O)[O-])c1 (stereo not drawn)	13%	-8
56	COc1cccc(C(=O)n2ccc(-c3cccs3)n2)c1	0%	12
57	Cc1c(CCC(=O)O)c(=O)oc2cc(OCc3ccccc3Br)ccc12	?	.
58	O=C(Nc1ccncc1)c1c(F)cccc1F	?	.
59	COCc1cc(=O)n2[nH]c(C)nc2n1	?	.
60	O=C(c1ccccc1)C1CCN(c2ncccc2[N+](=O)[O-])CC1	-2%	11

(further entries)
cpd	compound	Lipid storage S3	Lipid storage S3 cell count max
61	CC1(C)Cc2cccc(OCC(=O)Nc3cc(S(C)(=O)=O)ccc3Cl)c2O1	?	.
62	Cc1c(C(=O)NCc2cccs2)oc2ccc(S(=O)(=O)N3CCOCC3)cc12	?	.
63	COc1ccc(-c2nn3c(=O)c(C)nnc3s2)cc1	?	.
64	O=C(CCNC(=O)c1ccccc1Cl)NCC12CC3CC(CC(C3)C1)C2	-19%	-9
65	CCOc1cc(C(=O)Nc2ccc(S(=O)(=O)NC3=NCCCCC3)cc2)cc(Br)c1OC	?	.
66	C/C(=N\Nc1c(F)c(F)c(Br)c(F)c1F)c1ccncc1	?	.
67	Cc1c(Cl)cnc(NC(=O)COC(=O)c2ccc3ncsc3c2)c1Cl	71%	3
68	Cc1ccc(C(=O)N2CCN(S(=O)(=O)c3ccccc3)CC2)s1	?	.
69	O=[N+]([O-])c1ccc(Cl)c(/C=N/n2c(C3CCCCC3)n[nH]c2=S)c1	?	.
70	CCCc1ccc2c(N)c(C#N)sc2n1	?	.
71	CCN(CC)C(=O)Oc1ccc2ccccc2c1Cl	1%	15
72	CCc1ccc(C2c3[nH]c4ccccc4c3CCN2C(=O)CNC(N)=O)cc1 (stereo not drawn)	?	.

(more compounds)
Results follow in this order: Lipid storage S3, Lipid storage S3 cell count max
#73 COc1ccc(-c2noc(N3CCC(C(=O)NCCCN4CCCC(C)C4)CC3)n2)cc1 (stereo not drawn)
  ?, .
#74 COc1cccc(N(CC(=O)NCCSc2ccc(Cl)cc2)S(C)(=O)=O)c1
  ?, .
#75 CC1=C(C)CC(C(=O)NCC(=O)c2ccccc2)C(C(=O)O)C1 (stereo not drawn)
  i, .
#76 c1ccc2nc(N3CCOCC3)c(N3CCOCC3)nc2c1
  -3%, 5
#77 Fc1ccc(CN2CCCCCC2)c(F)c1
  ?, .
#78 Brc1ccccc1-n1nnc(-c2nccs2)n1
  7%, -3
#79 O=C(COc1ccc(Cl)cc1Cl)Nc1ccc(S(=O)(=O)NC2=NCCCCC2)cc1
  -4%, 9
#80 COc1cccc(Nc2nnc(SCC(=O)N3CC(C)OC(C)C3)s2)c1 (stereo not drawn)
  ?, .
#81 CCc1cc(=O)[nH]c(SCC(=O)NCC2CCCO2)n1 (stereo not drawn)
  8%, 3
#82 Cc1nccn1CCN(C)Cc1cn(Cc2ccccc2)nc1-c1ccc2c(c1)OCO2
  ?, .
#83 CC(=O)c1ccc(NC(=O)CN2C(=O)COc3ccc(S(=O)(=O)N4CCCC4)cc32)cc1
  i, 5
#84 Cc1ccc(C(=O)NC2CCCC(C)C2C)cc1S(=O)(=O)N1CCCCC1 (stereo not drawn)
  ?, .
#85 COc1cc2cnc(Cl)nc2cc1OC
  ?, .
#86 Cn1c(C(=O)N2CCC(C(=O)N3CCN(Cc4ccc5c(c4)OCO5)CC3)CC2)cc2sccc21
  ?, .
#87 COc1ccc2cc(C(=O)C3CCCN(Cc4cccc(C)n4)C3)ccc2c1 (stereo not drawn)
  ?, .
#88 CCOC(=O)C1CCCN(CC(=O)Nc2nc(-c3ccccc3)cs2)C1 (stereo not drawn)
  -20%, -1
#89 Cc1ccc(C(=O)N/N=C\c2cc3c(cc2Br)OCO3)s1
  ?, .
#90 CCCNC(=O)COC(=O)/C=C/c1ccc(C)o1
  -23%, 2
#91 O=C(COc1cccc2ccccc12)NNC(=O)c1cccs1
  ?, .
#92 COC(=O)c1cc(Cc2ccc(N)c(C(=O)OC)c2)ccc1N
  14%, 18
#93 N#CC1=C(SCc2ccc(C#N)cc2)N=C(N)C(c2nc(-c3ccccc3)cs2)C12CCCCC2 (stereo not drawn)
  ?, .
#94 CCC/C(O)=C1\C(=O)CC(C)(C)CC1=Nc1cccc([N+](=O)[O-])c1
  3%, 17
#95 CCN(CC)S(=O)(=O)c1ccc(C(=O)N2CCCCC2)cc1
  22%, 7
#96 CCCCCC(=O)NC(Nc1ccc(S(N)(=O)=O)cc1)C(Cl)(Cl)Cl (stereo not drawn)
  -10%, 13
#97 O=C(OCc1cc(=O)n2c(n1)sc1ccccc12)c1ccc2c(=O)n3c(nc2c1)CCC3
  9%, -4
#98 COc1ccc(OCc2nc(C#N)c(NCCCn3ccnc3)o2)cc1
  27%, 0
#99 CCOC(=O)Nc1nc(C)c(C(=O)c2ccc(Cl)cc2)s1
  ?, .
#100 Cc1ccc2c(Cl)cc(Cl)c(OCC(=O)Nc3cc(C)on3)c2n1
  19%, -6
#101 Fc1cccc(Cl)c1CSc1nnnn1-c1ccc2c(c1)OCO2
  ?, .
#102 CCn1c(=S)sc2c(=O)[nH]c(C)nc21
  23%, .
#103 S=C(NC1CCCC1)NC1CC1
  4%, -7
#104 COC(=O)c1ccccc1NC(=O)CSc1nnc(-c2cccnc2)n1N
  ?, .
#105 CCn1c(Cc2ccccc2)nnc1SCC(=O)Nc1ccc2c(c1)OCO2
  ?, .
#106 Nc1cc(Cl)ccc1C(=O)OCC(=O)NC1CCCCC1
  15%, 14
#107 N#Cc1ccc(C(=O)Nc2ccc(N3CCN(C(=O)c4ccco4)CC3)cc2)c(F)c1
  1%, 20
#108 Cc1occc1C(=O)N(C)Cc1nc(-c2ccc(Cl)cc2)no1
  i, 28
#109 O=C(COC(=O)c1ccc(Br)o1)NCCc1ccccc1
  -4%, 14
#110 CCN1CCN(c2nc3c(C)cccn3c(=O)c2C=C(C#N)C#N)CC1
  ?, .
#111 Cc1ccc(NC(=O)CN(c2ccccc2F)S(C)(=O)=O)cc1
  23%, 10
#112 O=C(CCN1C(=O)c2ccccc2C1=O)Nc1ccccn1
  i, 11
#113 CC(C)(C)C(=O)NC1(C(F)(F)F)N=C2SCCN2C1=O (stereo not drawn)
  1%, 15
#114 CC1CCCCC12NC(=O)N(CC(=O)NC(=O)Nc1ccc3c(c1)OCCO3)C2=O (stereo not drawn)
  ?, .
#115 Cn1c(=O)c2c(nc(SCCOc3ccc4ccc(=O)oc4c3)n2C)n(C)c1=O
  ?, .
#116 COc1ccc(CNC2CC(=O)N(C)C2=O)cc1 (stereo not drawn)
  ?, .
#117 O=C(Nc1nc2c(F)cc(F)cc2s1)C1CC(=O)N(Cc2ccco2)C1 (stereo not drawn)
  7%, 5
#118 CCOC(=O)C1CCN(C(=O)CN2C(=O)C(CC)Oc3ccccc32)CC1 (stereo not drawn)
  7%, -8
